Assay outcomes (PubChem BioAssay)
TAAR1 antagonist = human TAAR1 antagonism; CHO RD-HGA16 TAAR1, Fluo-8 calcium fluorescence, antagonist; AID 624466; Q96RJ0; inhibition, % at 3 µM; hit rate 1.5% among 360,000;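 active means inhibition above a per-plate cutoff, the mean inhibition of test compounds on that plate plus 3 SD, cut at about 49% in these data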;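 further: 0% = DMSO plus EC80 beta-PEA response and 100% = DMSO alone without agonist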
Target sequence (Q96RJ0 whole entry, looked up): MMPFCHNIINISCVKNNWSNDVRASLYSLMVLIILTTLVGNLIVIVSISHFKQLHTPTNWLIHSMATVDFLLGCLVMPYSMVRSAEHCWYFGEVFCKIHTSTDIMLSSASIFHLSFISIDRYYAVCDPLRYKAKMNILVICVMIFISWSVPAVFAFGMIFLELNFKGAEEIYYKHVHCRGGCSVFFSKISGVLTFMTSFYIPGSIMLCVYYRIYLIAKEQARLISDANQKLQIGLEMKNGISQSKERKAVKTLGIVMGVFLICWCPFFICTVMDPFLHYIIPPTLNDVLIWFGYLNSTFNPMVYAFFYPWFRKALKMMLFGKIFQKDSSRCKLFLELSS
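Test system: hTAAR1-expressing CHO RD-HGA16 cells, Gα16-coupled; Probe or stimulus: EC80 β-phenethylamine stimulus; Compound dosing: single nominal final test compound concentration of 3 µM; Timing: 140 s kinetic read after compound, 140 s after agonist; Signal: Fluo-8 calcium-sensitive fluorescence; Measure: % inhibition of agonist calcium response; Controls: DMSO and EC80 PEA controls.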
CHO-K1 Ca antag = nonselective inhibitor or artifact in parental CHO-K1 cells. ATP-induced calcium, Fluo-8 fluorescence. inhibition, % at 3 µM. hit rate 0.6% among 360,000. AID 602250;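 active means inhibition above a per-plate cutoff, the plate's mean sample inhibition plus 3 SD, cut at about 24% in these data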;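 further: 0% = DMSO plus EC80 ATP and 100% = DMSO alone without ATP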
M1 PAM = potentiates human M1 receptor response to acetylcholine; AID 588819; P11229; activation, % at 3 µM; hit rate 0.088% among 360,000; CHO-K1 hM1, Fluo-8 calcium fluorescence, ACh EC20; 0% = ACh EC20, 100% = maximal ACh; in the data active means activation above about 19%, passing the limit was not always enough
Target sequence (P11229 whole entry, looked up): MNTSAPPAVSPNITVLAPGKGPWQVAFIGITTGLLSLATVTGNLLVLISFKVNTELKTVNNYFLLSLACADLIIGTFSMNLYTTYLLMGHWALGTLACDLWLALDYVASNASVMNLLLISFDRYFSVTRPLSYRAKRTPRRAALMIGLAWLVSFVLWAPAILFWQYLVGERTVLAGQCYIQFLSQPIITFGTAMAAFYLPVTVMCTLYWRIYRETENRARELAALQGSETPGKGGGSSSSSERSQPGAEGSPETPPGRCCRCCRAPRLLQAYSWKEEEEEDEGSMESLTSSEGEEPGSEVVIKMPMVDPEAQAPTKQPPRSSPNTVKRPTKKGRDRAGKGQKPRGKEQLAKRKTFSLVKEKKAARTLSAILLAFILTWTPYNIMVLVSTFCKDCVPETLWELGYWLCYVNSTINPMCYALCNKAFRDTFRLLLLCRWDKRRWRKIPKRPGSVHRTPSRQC
CHO parental Ca = signal in parental CHO cells, OX1R antagonist counter-screen; hit rate 0.63% among 330,000; inhibition, % at 5.6 µM; parental CHO-K1, ATP-induced calcium, Fluo-8 fluorescence;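 active means inhibition above that plate's mean sample inhibition plus 3 SD, cut at about 26% in these data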;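 further: 0% = ATP-challenged DMSO wells and 100% = DMSO wells without ATP; some compounds past the cut are filed as inactive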
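Assay system: untransfected parental CHO cell line. Also added: ATP agonist challenge. Dosing: one dose, 5.6 µM nominal. Measured by: Fluo-8 fluorescence. Read-out: % inhibition. Benchmarks: ATP wells versus no-ATP DMSO wells. Repeats: no replicates.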
CHRM1 agonist = human M1 muscarinic receptor agonism | CHO-K1 hM1, Fluo-8 calcium fluorescence, agonist mode; 0% DMSO, 100% acetylcholine EC100 | hit rate 0.33% among 360,000 | activation, % at 3 µM;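 active means activation above the run's mean compound activation plus 3 SD, cut at about 16% in these data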;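 further: peak over basal fluorescence ratio within a 140 s kinetic read after compound addition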
TAAR1 ag = agonists of human TAAR1 | Q96RJ0 | activation, % at 3 µM | hit rate 0.99% among 360,000 | CHO RD-HGA16 TAAR1, Fluo-8 calcium fluorescence; vehicle wells 0%, saturating PEA agonist 100%;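 active means activation above the mean activation of all test compounds in the run plus 3 SD, cut at about 38% in these data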
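Assay system – CHO-derived RD-HGA16 cells with stable Gα16 and human TAAR1 · Compound dosing – one-point dosing at 3 µM (nominal) · Incubation – 17-24 h seeding, 75 min 37 °C dye, 30 min RT · Measured by – kinetic Fluo-8 calcium fluorescence · Control set – DMSO vehicle as 0%, PEA at EC100 as 100% · Repeats – single well for each compound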
CHRM1 antagonist = blocks human M1 muscarinic receptor; P11229; CHO-K1 hM1, Fluo-8 calcium fluorescence, ACh EC80 antagonist; inhibition, % at 3 µM; hit rate 1.3% among 360,000;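 active means percent inhibition above its own plate's cutoff, namely the mean of that plate's compound wells plus 3 SD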;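 further: peak over basal fluorescence ratio during 140 s after agonist addition; 0% = ACh EC80 plus DMSO and 100% = DMSO alone without agonist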
M1 PAM parental = nonselective activator or artifact in parental CHO-K1 calcium assay. activation, % at 3 µM. AID 602247. hit rate 0.02% among 360,000. ATP EC20, Fluo-8 calcium fluorescence; 0% at ATP EC20, 100% at ATP max;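 active means activation above the run cutoff, the mean activation of all test compounds plus 3 SD, cut at about 40% in these data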;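 further: peak over basal fluorescence ratio in a 140 s read after ATP addition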
CHO-K1 Ca ag = nonselective activator or artifact in parental CHO-K1 cells | AID 602248 | hit rate 0.48% among 360,000 | Fluo-8 calcium fluorescence; scaled to maximal ATP response, vehicle zero | activation, % at 3 µM; in the data active means activation above about 15%;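 further: untransfected CHO-K1 host cells lacking M1 receptor as counterscreen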
* marks the source's active call; other numbers are inactive results; x = no result given.

SMILES	TAAR1 antagonist	CHO-K1 Ca antag	M1 PAM	CHO parental Ca	CHRM1 agonist	TAAR1 ag	CHRM1 antagonist	M1 PAM parental	CHO-K1 Ca ag
COc1ccc(CN2CCCC(CO)(Cc3cccc(Cl)c3)C2)cc1OC (stereo not drawn)	-5	-7	-7	-16	-9	4	12	11	2.0
COc1cccc(NC(=O)CN2C(=O)NC3(CCCC3)C2=O)c1	-25	-16	4	2	-2	1	-5	-1	-0.1
Cc1onc(-c2ccccc2)c1C(=O)N(C)CCc1ccccn1	0	-12	12	10	-4	0	-13	11	1.2
O=C1NC(c2ccccc2)(C(F)(F)F)C(=O)N1Cc1cccnc1 (stereo not drawn)	-15	2	-12	-15	-9	4	3	6	0.3
CCOc1ccc(/C(O)=C2/C(=O)C(=O)N(CCOCCO)C2c2ccc(F)cc2)cc1 (stereo not drawn)	7	-7	6	-5	-3	14	-8	18	0.7
COc1ccc(C2(C(=O)N3CCOCC3)CCCC2)cc1	5	-8	6	-15	-3	5	-6	5	0.2
CCCC(=O)C1=C(N2CCCCC2)CC(C)(C)C(C(=O)OC)C1=O (stereo not drawn)	-6	-11	8	-7	2	11	-10	6	0.0
Cn1c(=O)c2c(ncn2CC(=O)O)n(C)c1=O	3	-6	-2	x	-3	3	-17	15	0.8
COc1ccccc1-c1nnc(C2CCN(S(=O)(=O)c3ccc([N+](=O)[O-])cc3)CC2)o1	4	-10	-6	-21	2	7	8	2	4.5
Cc1c(NC(=O)c2cnn3c(C(F)(F)F)cc(-c4ccco4)nc23)c(=O)n(-c2ccccc2)n1C	7	6	-4	-14	-4	9	5	2	0.4
N=C1/C(=C\c2ccc(-c3ccc(C(=O)O)cc3)o2)C(=O)N=C2SC=C(c3ccccc3)N12	54*	-15	4	x	-3	23	-8	13	2.0
CC(NCCc1ccc(S(N)(=O)=O)cc1)C(=O)NCCc1ccc(F)cc1 (stereo not drawn)	-6	-11	3	4	-1	0	-5	-3	0.7
CCn1c(C(=O)O)c(CC(=O)NC2CCCCCC2)c2ccccc21	-4	-7	7	1	-4	7	-10	16	0.2
O=C(CSc1nnc(CNC(=O)c2ccco2)o1)Nc1ccccc1F	2	-3	7	6	-2	2	-11	9	0.7
COc1ccc(/C=C2\CCc3ccccc3C2=O)cc1Cn1nc(C)cc1C	37	9	3	-16	0	11	-3	23	2.4
CCOCc1nnc(NC(=O)C2CC(=O)N(CCc3ccc(F)cc3)C2)s1 (stereo not drawn)	4	-2	4	-1	-6	2	4	-15	0.0
C[C@@H]1CN([C@@H](C)CO)C(=O)CCCn2nncc2CO[C@H]1CN(C)S(=O)(=O)c1ccc(C#N)cc1	-17	13	-2	x	-4	2	12	-11	0.7
COc1ccc(Cn2nc(C)cc2C)cc1OC	-20	-17	10	99*	-2	12	-11	26	1.4
CCN(CC)c1ccc(NC(=O)c2c(OC)cccc2OC)c(C)c1	-2	0	4	-17	-3	3	-5	9	0.8
COc1ccc(C(=O)NNC(=O)c2ccc(S(=O)(=O)N3CCCCC3)cc2)cc1	-10	-12	11	-10	-1	2	-10	18	0.8
CCNc1nc(NC(C)C)nc(Nn2cnnc2)n1	-1	0	4	2	0	8	0	8	4.3
O=C1Nc2ccccc2C1=Nc1cccc(Cl)c1	-6	-18	20	-11	-2	0	-29	24	-0.1
Cn1cc(Br)c(C(=O)NNC(=O)c2ccc(Cl)cc2)n1	2	-4	4	2	-3	2	-8	10	-0.2
O=S(=O)(c1cccc2nsnc12)N1CCNCC1	6	-19	7	3	-8	-5	-5	-3	0.6
Fc1ccccc1COc1ccccc1CNCc1ccncc1	-15	-13	0	-21	-7	1	0	21	4.4
CCN(CC)C(=O)C1CCN(S(=O)(=O)c2cccc3nonc23)CC1	-7	-10	1	-4	-11	7	-7	9	0.0
O=C(NCCS(=O)(=O)NCC1CCCO1)c1ccccc1 (stereo not drawn)	-12	0	15	-4	2	1	-8	18	2.3
CC(C)(C)n1nnnc1C(CCc1ccccc1)N1CCN(C/C=C/c2ccccc2)CC1 (stereo not drawn)	-7	-7	-13	x	-3	3	-12	16	2.2
CCCc1nc2c(s1)CCc1onc(-c3ccc(Cl)cc3)c1-2	4	-7	-9	-14	-4	5	21	0	-0.2
Nc1ccc(C(=O)Nc2ccco2)cc1	-6	-4	15	-13	1	0	-13	10	0.0
Cc1ccc(-c2c[n+](Cc3ccc(Cl)c(Cl)c3)c3n2CCC3)cc1	-14	9	-22	5	-15	1	24	-8	-0.2
CC(=O)c1ccc(NC(=O)CCNC(=O)c2ccccc2Cl)cc1	7	-17	10	-7	-1	0	-9	12	1.2
O=C(COC(=O)c1cc(Cl)ccc1[N+](=O)[O-])NC1CC1	-11	-8	12	-17	-3	3	-9	4	0.5
Nc1ncc(Br)cc1S(=O)(=O)NCCC(=O)N1CCN(c2ncccn2)CC1	0	0	-3	-13	-6	3	8	5	0.9
C=CCn1cc(C(=O)NCCOC)c(=O)c2cc(S(=O)(=O)N3CCCCCC3)ccc21	20	-1	4	-12	-2	1	-3	14	1.0
COc1cccc(C(C(=O)NC(C)(C)C)N(Cc2ccc(C)cc2)C(=O)CCC(=O)Nc2cc(C)on2)c1OC (stereo not drawn)	4	2	14	-15	2	1	-21	15	1.2
CC(=O)NN1C(=O)/C(=C\c2ccc(Br)o2)SC1=S	6	7	-6	-2	-3	1	7	5	0.7
O=C(CSc1n[nH]c(=O)[nH]c1=O)Nc1ccc2c(c1)C(=O)c1ccccc1C2=O	-1	-14	13	9	-4	4	-16	13	0.4
CCCOc1ccc(/C=N/n2nnnc2N)cc1OC	-5	-12	1	x	-3	3	-3	7	0.0
CCCCCCCCCCCNC(=O)c1ccoc1C	-2	-5	6	-9	-1	1	-7	13	0.6
O=[N+]([O-])c1cccc(S(=O)(=O)Nc2nc3ccccc3nc2Nc2cccc(S(=O)(=O)N3CCCCC3)c2)c1	35	6	0	x	-9	7	-1	-5	-0.4
OC(c1ccccc1)(c1nc(-c2ccc(Cl)cc2)cs1)C(F)(F)F (stereo not drawn)	11	0	3	x	-4	6	-14	-7	0.7
Cc1no[n+]([O-])c1COc1ccc(/C=N/n2nnnc2N)cc1	14	6	1	1	-11	0	0	8	1.8
N#CCCN(CCC#N)c1nncs1	3	-12	3	-8	-3	6	-3	5	-0.5
Cc1ccc(C(C(=O)NC2CCCCC2)N2CCOCC2)cc1 (stereo not drawn)	-1	-5	8	-6	-3	6	-22	20	0.2
COc1ccc(-c2ccc3c(c2)C2CC3CCN2C(=O)OCc2ccccc2)cc1 (stereo not drawn)	-6	-7	-1	x	-1	1	-7	6	1.1
CC(C)(C)c1ccc(S(=O)(=O)NC(=O)C2(C)CCN2C(=O)C2(c3ccccc3)CC2)cc1 (stereo not drawn)	-18	-6	9	x	-1	15	-15	9	0.5
CC(CO)(CO)NCc1ccc(-c2ccccc2)cc1	1	-5	8	5	-5	5	-6	16	7.3
Cn1c(CN2CCOCC2)nnc1SCC(=O)NC1CCCCC1	-6	3	2	0	-4	8	-3	-7	0.0
COC(=O)c1cc(NS(=O)(=O)c2ccc3c(c2)c(=O)n(C)c(=O)n3C)cc(C(=O)OC)c1	-14	-12	11	-3	0	1	-10	-3	0.4
COC(=O)C1=C(C)N(CCCC(=O)O)C(=O)NC1c1ccc(C#N)cc1 (stereo not drawn)	-8	-10	-2	-9	-3	13	3	-1	0.5
O=C(COc1ccccc1Cl)OCC(=O)N1CCN(S(=O)(=O)c2ccccc2)CC1	-6	4	3	-1	-2	1	0	12	0.8
CCOc1ccc(N/C=C/C(=O)c2ccc3ccccc3c2)c([N+](=O)[O-])c1	x	-12	4	-10	-5	x	-1	18	0.5
O=C(CCC(=O)c1ccc(F)cc1)NC1CCCN(Cc2ccccc2F)C1 (stereo not drawn)	-4	6	-1	-16	-6	-2	-1	11	0.0
CCN(CC)c1ccc(NC(=O)C2=CCN(S(=O)(=O)c3ccc(F)cc3)CC2)c(C)c1	-26	0	-3	-17	-2	1	1	-1	1.1
Cc1nc(C)c(-c2csc(Nc3ncccc3C)n2)s1	-5	-9	1	-9	-6	1	-4	17	2.8
CCOC(=O)c1c(NC(=S)SC)sc(C(=O)N2CCc3ccccc3C2)c1C	-11	-8	11	x	-3	0	-23	18	1.1
COc1ccc(/C=N/NC(=O)c2cc3c(ccc4ccccc43)o2)cc1OC	53*	-2	-1	x	-1	7	-10	4	5.4
CC(C)Oc1nc(-c2ccccc2O)nc2ccccc12	-17	-14	11	-18	1	7	-6	24	0.7
O=C(CSCc1nc2ccccc2[nH]1)N1CCN(c2cccc(Cl)c2)CC1	15	-5	-7	-3	0	12	5	-6	4.4

Retrieved one by one from above, 4 records:
SMILES	TAAR1 antagonist	CHO-K1 Ca antag	M1 PAM	CHO parental Ca	CHRM1 agonist	TAAR1 ag	CHRM1 antagonist	M1 PAM parental	CHO-K1 Ca ag
COC(=O)c1cc(NS(=O)(=O)c2ccc3c(c2)c(=O)n(C)c(=O)n3C)cc(C(=O)OC)c1	-14	-12	11	-3	0	1	-10	-3	0.4
COc1ccc(/C=N/NC(=O)c2cc3c(ccc4ccccc43)o2)cc1OC	53*	-2	-1	x	-1	7	-10	4	5.4
O=C(CCC(=O)c1ccc(F)cc1)NC1CCCN(Cc2ccccc2F)C1 (stereo not drawn)	-4	6	-1	-16	-6	-2	-1	11	0.0
CCOc1ccc(N/C=C/C(=O)c2ccc3ccccc3c2)c([N+](=O)[O-])c1	x	-12	4	-10	-5	x	-1	18	0.5

Additional entries
SMILES	TAAR1 antagonist	CHO-K1 Ca antag	M1 PAM	CHO parental Ca	CHRM1 agonist	TAAR1 ag	CHRM1 antagonist	M1 PAM parental	CHO-K1 Ca ag
CCOc1ccc2c(c1)C(c1cccs1)=NNC(c1cccnc1)=N2	-12	-7	4	-14	-10	2	-4	6	0.1
Cc1ccc(NC(=O)c2cccc(N3C(=O)C4C5C=CC(C5)C4C3=O)c2)cc1C (stereo not drawn)	35	6	-4	x	1	12	6	-13	12
COc1ccc2nc(NC(=O)CSc3nc4cccnc4n3C)sc2c1	-3	-1	-2	3	3	20	-17	12	2.0
CC(Cc1n[nH]c(=S)o1)c1ccccc1 (stereo not drawn)	-17	-9	4	-4	-1	3	-8	3	0.7
O=C(Nc1nc(OCC(F)(F)F)cnc1/C=C\c1ccccc1)c1ccsc1	57*	22	4	x	-1	1	-6	-15	-0.5
Cc1cc2cc(CNS(=O)(=O)c3ccc4ccccc4c3)ccc2n1C	-22	20	-8	1	-5	2	8	-1	0.2
O=C(Nc1ccc(C(=O)N2CCOCC2)cc1)C1CCC1	-12	-6	4	x	-2	1	-9	19	0.7
CCCC(=O)Nc1ccc(N2CCCCC2)cc1	-7	-8	1	0	-5	15	-4	1	0.0
COc1cc2c(cc1OC)C(c1cc3cc4c(cc3[nH]c1=O)OCO4)N(C(=O)C1CC1)CC2 (stereo not drawn)	-9	-16	16	-11	-3	14	-18	13	0.1
Cc1ccc(NCCc2ccc(C)nc2)cc1	-7	-3	11	-14	-3	-1	-8	13	0.3
